# Tau fibril FP: qHTS for Inhibitors of Tau Fibril Formation, Fluorescence Polarization. Microtubule-associated protein tau (Homo sapiens), P10636. K18 P301L tau heparin fibrillization, Alexa594 FP, 6 h. Potency, µM (top dose mostly 57.7 µM), inactives show top-dose activity, negative = inhibition, most hits filed as inhibitors. actives 0.39% (n = 280,000). AID 1468, 2008; also: % is scaled to controls: 0 for no effect and ±100 for the full control effect; nearly all actives have a fitted effect of over 55% in size
# Target sequence (P10636 561-689 P618L limits assumed): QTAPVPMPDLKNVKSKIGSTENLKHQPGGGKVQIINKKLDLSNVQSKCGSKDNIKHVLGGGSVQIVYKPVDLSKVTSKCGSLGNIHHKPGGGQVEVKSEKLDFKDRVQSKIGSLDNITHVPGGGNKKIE
#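 Human tau K18 […] P301L fragment, 15 uM unlabeled plus 0.24 uM Alexa 594-labeled tau (final), with compound and 20 uM heparin in 100 mM sodium acetate pH 7; 6 hr at 37 C, then Alexa 594 FP read.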
# HTT aggregate: qHTS Multiplex Assay to Identify Dual Action Probes in a Cell Model of Huntington: Aggregate Formation (GFP); PC12 HttQ103-GFP aggregates, Acumen cytometry, 40 h; Potency, µM (highest dose often 46.1 µM), for inactives: top-dose activity change, negative = inhibition, actives largely listed as inhibitors; actives 1.1% (n = 220,000); also: % is scaled to controls: 0 for no effect and ±100 for the full control effect; nearly all actives have a fitted effect of over 60% in size
#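 Multiplexed with ATP-based cell death, this channel scores GFP aggregates in PC12 cells expressing inducible HTTex1-Q103-GFP. Induction used 100 nM tebufenozide; compounds were tested in concentration series.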
# ALDH1A1 inh: qHTS Assay for Inhibitors of Aldehyde Dehydrogenase 1 (ALDH1A1) | Purified ALDH1A1, NADH fluorescence, propionaldehyde substrate | Potency, µM (highest dose often 75.3 µM), inactives show at the top dose activity, negative = inhibition, actives largely listed as inhibitors | actives 7.3% (n = 220,000) | AID 1030, 2008; active = well fitted inhibition curve with a large enough effect, not every such curve was filed as active; inconclusive = small, poorly fitted or top-dose-only effect, or another doubt; inactive = no such curve, though single readings can be large or run the other way;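 also: plate controls were no enzyme wells and a reference inhibitor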
# Target sequence (P00352 whole entry, looked up): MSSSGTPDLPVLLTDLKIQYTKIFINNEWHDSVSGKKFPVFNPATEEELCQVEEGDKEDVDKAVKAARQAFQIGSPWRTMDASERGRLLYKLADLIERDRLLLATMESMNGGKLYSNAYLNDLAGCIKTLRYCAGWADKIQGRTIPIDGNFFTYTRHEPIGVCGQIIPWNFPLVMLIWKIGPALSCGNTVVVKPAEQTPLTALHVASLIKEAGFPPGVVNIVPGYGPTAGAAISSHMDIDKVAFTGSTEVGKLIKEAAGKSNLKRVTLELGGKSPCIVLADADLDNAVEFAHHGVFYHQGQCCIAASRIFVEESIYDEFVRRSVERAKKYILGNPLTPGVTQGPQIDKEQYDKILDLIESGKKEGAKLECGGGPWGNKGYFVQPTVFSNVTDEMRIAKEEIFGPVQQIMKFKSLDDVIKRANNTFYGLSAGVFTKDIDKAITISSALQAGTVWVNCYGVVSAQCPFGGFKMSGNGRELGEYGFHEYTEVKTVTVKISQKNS
# JMJD2E inh: qHTS Assay for Inhibitors of Human Jumonji Domain Containing 2E (JMJD2E). JMJD2E catalytic domain, FDH-coupled NADH fluorescence (FDH is formaldehyde dehydrogenase). Potency, µM (top dose mostly 57.1 µM), for inactives: top-dose activity change, negative = inhibition, usual class: inhibitors. actives 1.6% (n = 230,000). AID 2147, 2009; active = well fitted inhibition curve with a large enough effect, not every such curve was filed as active; inconclusive = small, poorly fitted or top-dose-only effect, or another doubt; inactive = no such curve, though single readings can be large or run the other way;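 also: 0% = wells with enzyme and -100% = buffer wells without enzyme; nearly all actives have a fitted effect of over 50% in size; many of its hits are not listed in these tables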
# Target sequence (B2RXH2 1-337 limits assumed): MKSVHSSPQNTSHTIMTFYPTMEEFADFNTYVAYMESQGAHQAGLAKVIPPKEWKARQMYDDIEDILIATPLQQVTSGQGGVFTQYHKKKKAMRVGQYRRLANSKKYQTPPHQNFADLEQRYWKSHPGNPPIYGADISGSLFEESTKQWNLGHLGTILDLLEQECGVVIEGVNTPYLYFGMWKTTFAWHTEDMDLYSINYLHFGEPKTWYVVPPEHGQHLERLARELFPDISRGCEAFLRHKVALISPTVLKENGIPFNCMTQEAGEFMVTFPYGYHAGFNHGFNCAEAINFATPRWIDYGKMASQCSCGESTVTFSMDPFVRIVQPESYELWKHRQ
# Tau fluor counter: Counterscreen qHTS for Inhibitors of Tau Fibril Formation, Fluorescence Polarization | tau K18 P301L Alexa594 fluorescence, heparin fibrillization | Potency, µM (titrated, usually from 57.7 µM), for the others: top-dose activity change, negative = decrease | actives 0.93% (n = 280,000) | AID 1463, 2008; also: % is scaled to controls: 0 for no effect and ±100 for the full control effect; nearly all actives have a fitted effect of over 55% in size
#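 Human K18 P301L tau (15 uM unlabeled plus 0.24 uM Alexa 594-labeled, final) in 100 mM sodium acetate pH 7 was mixed with compound and 20 uM heparin and incubated 6 hr at 37 C.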
# SMN2 splice up: qHTS Assay for Enhancers of SMN2 Splice Variant Expression; HEK293 SMN2-luciferase splicing reporter, luminescence, 30-36 h; Potency, µM (titrated, usually from 46.1 µM), inactives show at the top dose activity change, positive = activation, hits mostly activators; actives 2.8% (n = 210,000); AID 1458, 2008; also: % of control where 0% means no effect; nearly all actives have a fitted effect of over 55% in size
#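 HEK293 cells carry an SMN2 minigene-luciferase reporter in which exon 7 inclusion puts luciferase in frame. Cells were seeded at 2000 cells/well, attached for 10-12 hours, then exposed to compounds for 30-36 hours at 37C before ONE-Glo luminescence.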
# HTT ATP protect: qHTS Multiplex Assay to Identify Dual Action Probes in a Cell Model of Huntington: Cytoprotection (ATP); PC12 HTT-Q103 induced, cytoprotection, ATP luminescence, 40 h; Potency, µM (doses to about 56.4 µM), for the others: cytoprotection (ATP increase), most hits filed as activators; actives 0.14% (n = 230,000); AID 1471, 2008;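 also: % of control where 0% means no effect; nearly all actives have a fitted effect of over 45% in size; toxic huntingtin expression switched on by the ecdysone agonist tebufenozide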
#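 Compounds added alongside 100 nM tebufenozide, which induces toxic Q103 huntingtin exon 1-GFP in stable PC12 cells; surviving cells quantified by luminescent ATP measurement. Medium: phenol red-free DMEM, 5% equine and 5% calf serum.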
# Tau ThT inhib: qHTS for Inhibitors of Tau Fibril Formation, Thioflavin T Binding; recombinant tau K18 P301L (four-repeat tau fragment), heparin-induced fibrillization, ThT fluorescence; Potency, µM (series often up to 57.4 µM), inactives show at the top dose activity, negative = inhibition, most hits filed as inhibitors; AID 1460, 2008; Microtubule-associated protein tau (Homo sapiens), P10636; actives 2.1% (n = 270,000); also: % is scaled to controls: 0 for no effect and ±100 for the full control effect; nearly all actives have a fitted effect of over 55% in size
#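 Recombinant human tau K18 fragment […] carrying P301L, 15 uM unlabeled plus 0.24 uM Alexa 594-labeled, was fibrillized with 20 uM heparin in 100 mM sodium acetate pH 7 for 6 hr at 37 C; 30 uM ThT fluorescence read after 1 hr.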
# Starred values were filed as active, the others as inactive; u = inconclusive; x = no result given; & = joins results of further samples; [ ] = another dose, or the depositor's remark. Unless noted, calls follow the shape of the dose curve; as a rule, active = well fitted curve in the direction sought with a large enough effect; inconclusive = small, poorly fitted or top-dose-only effect, or another doubt; inactive = no such curve, though single readings can be large; an effect the other way counts as inactive or inconclusive. Potency is read from the fitted curve at half-maximal effect. Only part of the results is shown, so the mix of outcomes need not match the whole.
SMILES,Tau fibril FP,HTT aggregate,ALDH1A1 inh,JMJD2E inh,Tau fluor counter,SMN2 splice up,HTT ATP protect,Tau ThT inhib
O=C(Nc1c(C(=O)O)[nH]c2ccc(F)cc12)c1cccc(C(F)(F)F)c1,9.9%,22.0%[9.22 µM],x,-1.1%,u,x,19.4%[10 µM],u
Cc1cccc(C)c1-n1c(C)cc(/C=N/NC(=O)CSc2ncccn2)c1C,u,u,10µM*,7.5%,-27.7%,-4.9%[1.84 µM],8.3%[10 µM],u
O=C(NNC(=O)c1cccs1)c1ccccc1,0.1%,21.9%,4.6%,2.1%,-5.7%,18.4%,11.6%[10 µM],-2.3%
Cn1c2ccccc2c2cc(C(=O)N3CCN(CCO)CC3)sc21,u,-1.9%,0.4%,u,-12.5%,26.6%,-9.1%[10 µM],-13.6%
NC(=S)N/N=C/c1ccc2c(c1)OCCO2,-8.8%,7.4%,15.7%,-7.6%,-10.5%,22.0%,-76.3%[inhibitor],-9.4%
CC(C(=O)N1CCC(C(N)=O)CC1)N(c1ccc(Oc2ccccc2)cc1)S(C)(=O)=O (stereo not given),-3.2%,-6.1%,-0.6%,3.2%,-2.3%,-38.3%[inhibitor],18.4%,-8.9%
CCCS(=O)(=O)N1CCC(Cc2ccc(OC)cc2)(C(=O)OCC)CC1,-3.1%,24.8%[9.22 µM],-9.0%,-8.7%,-5.0%,-18.1%,19.2%[10 µM],-8.0%
COc1ccccc1OCCCOc1c(Cl)cc(C)cc1Cl,-2.4%,0.2%,-1.9%,6.9%,-2.6%,-29.8%,41.2%[10 µM],u
CCS(=O)(=O)NCCc1csc(C)n1,-8.2%,-14.5%,7.5%,0.9%,-8.3%,-9.8%,-1.4%,-7.0%
O=C(CN1C(=O)c2cccc3cccc1c23)N1CCN(c2ccc(F)cc2)CC1,-9.8%,13.4%,7.4%,u,-5.2%,-7.5%,-2.3%,1.1%
CCCNC(=O)C1CC(c2cccc(F)c2)=NO1 (stereo not given),4.8%,-20.4%[9.22 µM],x,-3.9%,-4.8%,x,15.8%[10 µM],-8.5%
COc1ccccc1C1C(C(=O)Nc2ccccc2)=C(C)Nc2nc(-c3ccccc3)nn21 (stereo not given),9.7%,x,x,x,u,-8.8%,x,1.6%
Cc1[nH]c2ccccc2c1N=Nc1cccc(C(=O)O)c1,12.3%,11.3%,-3.4%,9.6%,-23.2%,12.6µM*,5.4%[10 µM],7.94µM*
CCC(c1nnc(SCC(=O)N2CC3(C)CC2CC(C)(C)C3)o1)N(C)C (stereo not given),-0.9%,0.5%,u,-2.3%,-2.9%,-3.7%,-0.1%,-7.7%
Cc1c(/C(O)=C2\C(=O)C(=O)N(CCN(C)C)C2c2ccco2)cnn1-c1ccccc1 (stereo not given),8.6%,-3.1%[9.22 µM],u,-4.0%,0.8%,-4.6%,-46.4%[inhibitor][10 µM],-16.4%
O=C(COc1ncnc2sccc12)N1CCN(S(=O)(=O)c2ccc(Cl)cc2)CC1,-5.2%,1.2%,u,-0.8%,-13.3%,21.5%,-5.6%[10 µM],-13.8%
Cc1ccc(-c2[nH]c3ccccc3c2SCCN)cc1,u,-11.8%[9.22 µM],x,-10.9%,u,x,2.7%[10 µM],u
O=C(NCCc1cn2ccccc2n1)C1CCCCC1,-1.5%,-13.8%,u,u,-1.1%,u,-5.0%,-7.9%
O=[N+]([O-])c1ccc(N/N=C\c2cccnc2)nc1,0.4%,-2.8%[9.22 µM],-9.3%,-0.9%,-10.8%,x,19.0%[10 µM],u
CCn1c(SCC(=O)c2ccccc2)nnc1-c1ccoc1C,0.0%,-5.9%,u,1.4%,4.7%,14.0%,-15.0%,-5.6%
COc1ccccc1/C=N/NC(=S)NCc1ccco1,4.7%,31.7%[9.22 µM],x,-12.2%,5.4%,x,16.6%[10 µM],0.4%
Cc1ccc(NC(=O)COC(=O)Cn2cnc3c2c(=O)n(C)c(=O)n3C)cc1Cl,1.9%,3.2%,7.8%,-6.2%,1.3%,-0.2%,-23.5%,-1.7%
Cc1ccc(SCCN2CCN(CC(C)C)CCC2=O)cc1,3.2%,1.1%[9.22 µM],x,-3.1%,8.6%,x,41.0%[10 µM],-1.4%
C#CCOCCOCCOCCNc1nc(N2CCOCC2)nc(N2CCN(C(=O)[C@H](Cc3cc4ccccc4[nH]3)n3cc([C@@H](N)CC(C)C)nn3)CC2)n1,3.7%,-2.7%[9.22 µM],-6.1%,-4.8%,0.1%,x,25.2%[10 µM],-17.3%
Cc1ccc(NC(=S)NNC(=O)c2ccccc2O)c(C)c1,6.3%,-4.7%[9.22 µM],u,u,-18.2%,x,1.7%[10 µM],u
CCN(c1ccccc1)S(=O)(=O)c1cc(Br)cc2c1N(C(=O)C1CC1)CC2,-8.6%,x,x,x,-22.0%,-0.9%,x,-5.8%
O=C1N(CN2CCC3(CC2)OCCO3)c2ccccc2C12OCCCO2,-2.2%,13.5%,-0.7%,1.8%,-2.2%,-16.8%,-5.2%,-1.3%
C/C(=N\NC(=O)c1ccc(Cl)cc1)c1cccc(NC(=O)C(C)C)c1,-2.9%,6.6%,u,19.5%,-8.2%,-7.5%,-12.5%,-15.8%
Cc1nc(NC(C)c2ccccc2)sc1C(=O)Nc1ccccc1 (stereo not given),4.5%,u,-6.7%,5.6%,-19.0%,0.6%,-65.5%[inhibitor],-13.0%
CCN(CC)S(=O)(=O)c1ccc(NC(=O)c2ccc(NS(C)(=O)=O)cc2)cc1,-11.9%,-12.5%,u,-10.0%,-18.5%,-5.9%,-7.4%,-1.9%
CCc1ccc(NC(=O)CSc2nc3ccccc3c(=O)n2CCN2CCOCC2)cc1,-4.1%,-1.5%,-6.2%,-3.4%,-13.5%,-13.3%,7.3%,-6.7%
CCOC(=O)c1c(N)c(C#N)nn1-c1ccccc1C(=O)OC,4.8%,11.8%,7.2%,7.8%,1.6%,10.6%,9.6%[1.9 µM],0.9%
COC(=O)[C@@]1(Cc2ccc(F)cc2)[C@H]2c3cc(C(=O)N(C)C)n(CCc4ccccn4)c3C[C@H]2CN1C(=O)c1ccccc1,-6.2%&12.2%,0.6%,1.2%&2.2%,-10.9%&-4.6%,-8.6%&4.8%,-24.1%&-5.3%,-3.3%,-20.8%&2.6%
CCOC(=O)c1c(-c2ccc(F)cc2)csc1NC(=O)C1CCCO1 (stereo not given),-4.0%,-5.0%[9.22 µM],11.2µM*,-15.9%,-19.3%,x,-27.2%[10 µM],-8.4%
O=C(CCNc1n[nH]c(=O)[nH]c1=O)N/N=C/c1ccccc1Br,0.6%,5.8%,1.0%,-1.7%,-1.4%,7.1%,13.4%,-8.9%
Cc1cc(C)c2c(N)c(C(=O)NCC3CCCCC3)sc2n1,8.3%,u,u,u,-22.0%,11.2µM*,-5.1%,-11.9%
Cn1c(=O)c2c(SCc3ccccc3)nc(-c3ccco3)nc2n(C)c1=O,-1.2%,-16.0%,3.1%,-4.0%,-4.8%,-1.2%,-19.1%,-7.6%
CCc1ccc(CC(=S)N2CCOCC2)cc1,-4.7%,-12.2%,-6.1%,2.5%,-11.9%,-8.8%,3.0%,-3.9%
CCn1c(N)c(C(=O)NCc2ccc3c(c2)OCO3)sc1=S,7.0%,-8.8%,20µM*,-1.1%,-28.1%,u,-12.6%[0.074 µM],-15.6%
C=CCNc1ncnc2ccc(Br)cc12,0.4%,u,u,u,7.9%,-29.5%,22.0%,13.9%
CCC1CCCN1Cn1cnc2c([nH]c3ccc(C)cc32)c1=O (stereo not given),0.7%,6.2%,u,4.7%,-19.0%,8.5%,x,-15.8%
CCc1cc(C(=O)c2ccc(C)cc2)c(NC(=O)CCl)s1,4.9%,26.0%,2.51µM*,-7.1%,-20.4%,-24.9%,3.1%[10 µM],u
CC(Sc1n[nH]c(N)n1)C(=O)Nc1cccc(S(=O)(=O)N2CCOCC2)c1 (stereo not given),5.9%,7.4%,10.1%,-8.9%,-7.0%,16.6%,-20.1%,-8.1%
CC(C)COP(=O)(OCC(C)C)C(Nc1ccccc1)c1ccc2c(c1)OCO2 (stereo not given),4.9%,u,-9.6%,11.3%,-6.8%,-20.7%,-29.1%,-13.0%
COc1ccc(CCN2CC(C(=O)O)CC2=O)cc1OC (stereo not given),-1.9%,16.9%,4.1%,-2.1%,-11.7%,-8.2%,-0.1%,-4.7%
CCn1c(CC(=O)Nc2ccc(C)c(Cl)c2)nnc1SCCOc1ccc(OC)cc1,-9.1%,1.6%,-4.8%,12.6%,3.3%,-19.0%,-26.0%,12.8%
O=C(O)c1c[nH]c2c(C(F)(F)F)cccc2c1=O,-3.7%,-5.5%,9.6%,-28.0%,-9.1%,-25.9%,-3.4%,-5.6%
CC(=O)Nc1ccc(NS(=O)(=O)c2ccccc2)cc1,9.8%,4.9%,-3.0%,2.1%,1.5%,-17.3%,-49.1%[inhibitor],-1.2%
Cc1ccc(-c2cc(C(=O)N/N=C/c3c(C)nn(-c4ccccc4)c3C)n[nH]2)s1,-1.7%,-5.1%,u,u,u,-71.2%[inhibitor],-67.2%[inhibitor][10 µM],u
COc1ccc(N2CCN(C(=O)C3CCN(S(=O)(=O)c4ccc(C)cc4)CC3)CC2)cc1,13.9%,16.3%,-7.5%,-2.3%,-10.9%,-30.1%[inhibitor],7.8%[10 µM],u

# Screening results as filed in PubChem BioAssay.
